From PubChem
HIV peptide binding: cell-free HIV fusion peptide-binding blockers – biochemical, uHTS, fluorescence dequenching, primary screen (AID 1986) | cell-free peptide binding, fluorescence dequenching, 30 min; higher % means a stronger effect | one-dose inhibition, % at 20 µM; IC50 in µM for titrated hits | 290,000 compounds, 0.3% hits; in the data active means inhibition mostly above about 52%, no sharp cut-off; inactive means mostly below about 76%; further: some results filed as inactive read as strong as hits
Salmonella PhoP GFP: inhibitors of PhoP regulon expression, primary screen, Salmonella Typhimurium, GFP reporter (AID 1863); S. Typhimurium PhoP-regulated promoter GFP reporter, 4 h; higher % means a stronger effect; one-dose inhibition, % at 50 µM; IC50 in µM for titrated hits; 300,000 compounds, 0.16% hits;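 active means inhibition over 29.93%, a cutoff 3 SD above the screen mean, later confirmed by dose response; inconclusive means inhibition over 29.93% but no dose response follow-up; inactive means inhibition at most 29.93% or unconfirmed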;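 further: 0% = low Mg2+ inducing control and 100% = high Mg2+ repressing control; strong numbers were not always called active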
KOR beta-arrestin-1: KOR antagonists, beta-arrestin recruitment, cell-based, luminescence, uHTS (AID 1778); KOR beta-arrestin recruitment, luminescence, antagonist mode; higher % means a stronger effect; inhibition, % at 10 µM, or IC50 in µM where a hit was titrated; 290,000 compounds, 0.091% hits; further: strong numbers were not always called active
KOR beta-arrestin-2: KOR agonists, beta-arrestin recruitment, primary screen, cell-based, luminescence, uHTS (AID 1777); one-dose activation, % at 10 µM; EC50 in µM for titrated hits; KOR beta-arrestin recruitment, luminescence; higher % means a stronger effect; 280,000 compounds, 0.02% hits; in the data active means activation above about 50%, passing the limit was not always enough; further: a part of the inactive calls stands beside numbers as strong as those of hits
Myeloid diff MLP: compounds promoting myeloid differentiation; ER-HoxA9 myeloid progenitors, lysozyme-GFP differentiation, flow cytometry; calls only at 10 µM; 360,000 compounds, 1% hits;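 active means normalized GFP-positive differentiation at or above the plate's own cutoff, the solvent-only control mean plus 3 SD; inconclusive means no clear call, values can overlap the other calls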;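 further: cells exposed to compound for four days before flow analysis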
HEK293 NOD2/NF-kB: NOD2 signaling inhibitors, cell-based, luminescence, uHTS, HEK293 (AID 1566); HEK293 NOD2/NF-kB luciferase reporter, luminescence; higher % means a stronger effect; one-dose inhibition, % at 4 µM; EC50 in µM for titrated hits; 290,000 compounds, 0.63% hits; further: many of its hits are not listed in these tables
LYP phosphatase: inhibitors of LYP phosphatase, biochemical, fluorescence intensity, uHTS (AID 1779). recombinant LYP phosphatase, fluorescence intensity; higher % means a stronger effect. inhibition, % at 11.5 µM, or IC50 in µM where a hit was titrated. 290,000 compounds, 0.054% hits;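 further: plate controls were vehicle with enzyme for no effect and no enzyme for full effect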
SIAH1 antagonists: blockers of Siah-1 interaction with plectin peptide – biochemical, fluorescence polarization, rhodamine-plectin, uHTS, primary screen (AID 1817); displacement, % at 20 µM; hits with a dose series show IC50 in µM; 290,000 compounds, 0.02% hits; Siah-1 / rhodamine-plectin peptide fluorescence polarization; higher % means a stronger effect;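 active means displacement of at least 50% at 20 µM, with a fluorescence ratio check between 0.3 and a set limit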;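 further: plate controls were Siah plus tracer with DMSO for no effect and tracer alone without Siah for full effect; strong numbers were not always called active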
NOD1 inhibition: inhibition of NOD1-driven NF-kB reporter – cell-based, luminescence, uHTS, primary screen (AID 1578); NOD1-driven NF-kB luciferase reporter cells, luminescence; higher % means a stronger effect; inhibition, % at 4 µM, or EC50 in µM where a hit was titrated; 290,000 compounds, 1% hits; in the data active means inhibition mostly above about 36%, no sharp cut-off; inactive means mostly below about 34%;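 further: HEK-293T reporter cells stimulated with the NOD1 agonist gamma-tri-DAP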
Myeloid diff MLP GFP+ MAC1+ %: also measured in Myeloid diff MLP; calls as there; GFP+ MAC1+ double positive, %; measured here: differentiation confirmed by MAC1 staining
* marks the source's active call; other numbers are inactive results; i = inactive; ? = inconclusive; nt = no result given; [ ] = dose if it differs, or a comment. Unless noted, no stated cut-off is given here; in the data, active means inhibition above about 50%; inactive means the rest.

The line under a structure holds: HIV peptide binding, Salmonella PhoP GFP, KOR beta-arrestin-1, KOR beta-arrestin-2, Myeloid diff MLP, Myeloid diff MLP GFP+ MAC1+ %, HEK293 NOD2/NF-kB, LYP phosphatase, SIAH1 antagonists, NOD1 inhibition
- CCOc1ccc(C2CC(=O)NC3=C2C(=O)CCC3)cc1 (stereo not drawn)
 : 0.4%, 3%, -14%, 2.1%, i, 1.4, 4%, 3%, 0%, -21%
- FC(F)(F)c1cc(Oc2ccccc2Cl)nc(-c2ccccn2)n1
 : -1.6%, -8%, 7%, -0.9%, i, 0.3, 18%, 0%, 6%, 6%
- O=C(CSc1ccc(-c2ccc(Cl)cc2)nn1)Nc1ccc2c(c1)OCCO2
 : -1.3%, -6%, 24%, -1.9%, i, 0.5, 16%, -8%, 19%, -3%
- CCCCn1c(NC(=O)c2ccc(Br)o2)c(S(=O)(=O)c2ccccc2)c2nc3ccccc3nc21
 : 33%, 9%, -43%, -3.8%, i, 2.8, 8%, -6%, 2%, 25%
- O=C(Nc1ccc2nsnc2c1)N1CCCCCC1
 : -4.0%, 20%, 19%, -5.9%, i, 0.6, -7%, -8%, 2%, -11%
- COCCN(C(=O)CNC(=O)c1ccco1)C(C(=O)NC1CCCC1)c1ccc(OC)c(OC)c1 (stereo not drawn)
 : 1.4%, 2%, -40%, -3.6%, i, 4.0, -1%, -10%, -4%, -23%
- Cc1ccc(-n2ncc(C(=O)NCC3CCN(C4CCCC4)C3)c2C2CCN(C(=O)OC(C)(C)C)CC2)cc1C (stereo not drawn)
 : 1.3%, -5%, 6%, -6.6%, i, 2.6, 0%, -12%, 11%, -24%
- Cc1cc(C)c(S(=O)(=O)NCCCn2ccnc2)cc1C
 : 1.2%, 2%, -33%[20 µM], nt, nt, nt, 10%, -9%, 0%, 4%
- NC(=O)c1ccc(Cl)c2ccccc12
 : 0.7%, 3%, 1%, 13%, i, 0.6, 22%, -7%, -5%, -1%
- COc1cc(-c2ccccc2)nc(N)n1
 : -0.9%, 16%, 36%, 5.4%, i, 12, -49%, -8%, -4%, -17%

Taken from above:
`O=C(Nc1ccc2nsnc2c1)N1CCCCCC1` in SIAH1 antagonists → 2%
`COc1cc(-c2ccccc2)nc(N)n1` in Myeloid diff MLP GFP+ MAC1+ % → 12
`FC(F)(F)c1cc(Oc2ccccc2Cl)nc(-c2ccccn2)n1` in KOR beta-arrestin-1 → 7%
`COCCN(C(=O)CNC(=O)c1ccco1)C(C(=O)NC1CCCC1)c1ccc(OC)c(OC)c1` (stereo not drawn) in LYP phosphatase → -10%
`NC(=O)c1ccc(Cl)c2ccccc12` in NOD1 inhibition → -1%

(further entries)
The line under a structure holds: HIV peptide binding, Salmonella PhoP GFP, KOR beta-arrestin-1, KOR beta-arrestin-2, Myeloid diff MLP, Myeloid diff MLP GFP+ MAC1+ %, HEK293 NOD2/NF-kB, LYP phosphatase, SIAH1 antagonists, NOD1 inhibition
- CCCNc1nc2c(c(=O)[nH]c(=O)n2C)n1Cc1cccc(Br)c1
 : 0.3%, -15%, 21%, 8.2%, i, 1.8, 3%, 0%, 0%, -18%
- COc1ccc(CNC(=O)/C=C/c2ccc(OCCCF)cc2)cc1
 : -2.1%, 7%, -13%, 3.2%, i, 0.3, -10%, 17%, -1%, -6%
- CCOc1ccccc1NC(=O)c1nnn(CC(=O)Nc2cc(C)cc(C)c2)c1N
 : 3.8%, 5%, -7%, -2.4%, i, 2.1, -1%, -14%, 3%, -27%
- O=C(Nc1ccc(F)cc1F)c1ccc(COc2c(F)c(F)cc(F)c2F)o1
 : 3.5%, -7%, -48%, 0.4%, ?, nt, 17%, -9%, -3%, -10%
- COC1CCN(C(=O)c2ccc3oc(C(C)C)nc3c2)CC1
 : -0.8%, 1%, 9%, 2.8%, i, 0.7, 10%, -12%, 13%, -31%
- c1ccc(-c2ccccc2OCCOCCN2CCCCC2)cc1
 : -0.1%, -4%, -20%, 5.4%, i, 0.3, -1%, -9%, 0%, -9%
- CCOC(=O)C1(Cc2cccc(Cl)c2)CCCN(C(=O)C(C)(C)C)C1 (stereo not drawn)
 : 0.4%, -1%, -12%, -0.6%, i, 0.6, -34%, -4%, 2%, 42%
- Cc1ccc(C)c(N(CC(=O)N2CCCC2)S(C)(=O)=O)c1
 : -0.4%, -3%, -65%[20 µM], -0.1%, i, 1.0, -4%, -12%, 1%, -15%
- Nc1nc(Cn2nnc(-c3ccccc3F)n2)nc(N2CCOCC2)n1
 : 2.4%, -9%, 6%, 1.8%, i, 1.2, -5%, -1%, 0%, -19%
- CCOC(=O)C1(CC2CCCCO2)CCN(Cc2cn[nH]c2-c2cccc(F)c2)CC1 (stereo not drawn)
 : -1.3%, 3%, -17%, -3.1%, i, 0.7, -5%, -10%, 11%, -38%

Three of the entries above in order of the LYP phosphatase value, highest first:
structure | HIV peptide binding | Salmonella PhoP GFP | KOR beta-arrestin-1 | KOR beta-arrestin-2 | Myeloid diff MLP GFP+ MAC1+ % | HEK293 NOD2/NF-kB | LYP phosphatase | SIAH1 antagonists | NOD1 inhibition
COc1ccc(CNC(=O)/C=C/c2ccc(OCCCF)cc2)cc1 | -2.1% | 7% | -13% | 3.2% | 0.3 | -10% | 17% | -1% | -6%
CCOC(=O)C1(CC2CCCCO2)CCN(Cc2cn[nH]c2-c2cccc(F)c2)CC1 (stereo not drawn) | -1.3% | 3% | -17% | -3.1% | 0.7 | -5% | -10% | 11% | -38%
COC1CCN(C(=O)c2ccc3oc(C(C)C)nc3c2)CC1 | -0.8% | 1% | 9% | 2.8% | 0.7 | 10% | -12% | 13% | -31%

Next section
SMILES	HIV peptide binding	Salmonella PhoP GFP	KOR beta-arrestin-1	KOR beta-arrestin-2	Myeloid diff MLP	Myeloid diff MLP GFP+ MAC1+ %	HEK293 NOD2/NF-kB	LYP phosphatase	SIAH1 antagonists	NOD1 inhibition
COc1ccc(CCNC(=O)CN2CCN(Cc3ccc(F)cc3)C2=O)cc1OC	-0.8%	1%	-34%	-3.2%	i	2.8	-2%	-5%	2%	6%
c1ccc(COc2ccccc2CNC2CCCC2)cc1	1.0%	0%	-3%	3.3%	i	0.0	-7%	3%	3%	-28%
C/C(=N/NC(=O)CNC(=O)COc1cccc(C)c1)c1ccc(Cl)cc1	0.2%	-3%	43%	-5.1%	i	1.2	-3%	-7%	6%	-26%
Cc1ccccc1C(=O)N/N=C1/SCC(=O)N1Cc1ccccc1	0.0%	-10%	-2%[20 µM]	nt	i	0.1	14%	-8%	14%	-15%
Oc1ccc(Nc2ncnc3c2oc2ccccc23)cc1	-0.5%	nt	-17%	-0.4%	i	0.3	-4%	0%	-2%	-6%
Cc1ccccc1OCCCN1CCOCC1	2.0%	8%	9%	2.8%	i	0.5	-9%	-10%	-5%	4%
O=C(OCCCCN1C(=O)c2ccccc2C1=O)c1ccc(S(=O)(=O)N2CCCC2)cc1	0.4%	-6%	10%	4.5%	nt	nt	-14%	0%	0%	3%
COc1ccc(NC(=O)CCc2nc(-c3ccc(C)cc3)no2)c(OC)c1	-1.4%	-12%	-17%	-4.4%	i	1.4	12%	-5%	-4%	9%
CC(C)(C)N(Cc1cc2ccccc2[nH]c1=O)C(=O)c1ccco1	1.4%	1%	-8%	4.0%	i	0.3	11%	0%	3%	-18%
COc1cccc(NC(=O)Nc2ccc(Br)cn2)c1	-0.9%	-3%	-11%	-0.7%	i	0.8	-49%	3%	0%	-11%
O=C(O)c1ccc(O)c(O)c1	-1.4%	-5%	-37%	3.3%	i	4.0	-16%	-10%	-9%	16%
CCOC(=O)CCc1c(C)nc2cc(-c3ccc(F)cc3)[nH]n2c1=O	-0.6%	2%	11%	-1.3%	i	0.5	-14%	0%	4%	-24%
COc1cc(/C=C(\C#N)C(=O)Nc2ccccc2F)ccc1OCCN1CCOCC1	1.4%	-7%	-14%	6.4%	i	1.2	-2%	-7%	0%	-30%
O=C(NCCc1cn2ccccc2n1)c1cc(COc2ccc3ncccc3c2)on1	-0.8%	14%	-5%	6.4%	i	0.2	35%	-8%	7%	11%
CCc1ccccc1NC(=O)C1CCCN(S(=O)(=O)c2c(C)noc2C)C1 (stereo not drawn)	-1.4%	-6%	-42%	3.2%	i	3.3	10%	-9%	-1%	5%
Cc1cc(C)c(CN2CCC(n3nccc3NC(=O)c3ccccc3Cl)CC2)cc1C	-2.3%	6%	-2%	9.3%	i	0.5	0%	-5%	-2%	-17%
O=C(NC1CCS(=O)(=O)C1)c1cccc(S(=O)(=O)N2CCCCCC2)c1 (stereo not drawn)	-0.5%	-3%	6%	-4.9%	i	0.9	14%	-8%	2%	-24%
O=C(c1ccccc1Cl)N1CCc2ccccc2C1	2.2%	6%	-23%	3.4%	i	0.7	-12%	-4%	-1%	-27%
CCn1cc(C(=O)OCC(=O)Nc2ccc(S(=O)(=O)N3CCCC3)cc2)c(=O)c2ccc(C)nc21	-0.3%	31%	11%	-2.6%	i	0.0	11%	-7%	5%	12%
O=C(C1CCC(C(=O)N2CCc3ccccc32)CC1)N1CCc2ccccc21 (stereo not drawn)	0.2%	-10%	26%	3.5%	i	0.2	-4%	4%	0%	-41%
CCOc1cc2[nH]c(=S)n(Cc3ccc(C)o3)c(=O)c2cc1OCC	0.3%	-10%	30%	10%	i	0.8	0%	2%	5%	nt
CCOc1cc(C2NC(=O)NC(C)=C2C(=O)OCC2CCCCC2)ccc1O (stereo not drawn)	-1.0%	0%	17%	-2.1%	i	0.9	13%	-9%	1%	-8%
CCC(C)(C)NC(=O)C(c1ccc(OC)cc1)N(C(=O)CCC(=O)Nc1cc(C)on1)c1ccc2c(c1)OCO2 (stereo not drawn)	-1.6%	-4%	-9%	-6.4%	i	0.7	-1%	-8%	-1%	15%
O=C(Nc1ccon1)c1sc2ccccc2c1Cl	-0.6%	-6%	-32%	-0.3%	i	3.2	-35%	1%	1%	-23%
N#C/C(=C\c1ccc([N+](=O)[O-])o1)c1nc2ccccc2[nH]1	7.7%	-11%	-7%	-3.9%	nt	nt	-9%	-5%	-1%	97%*
CSc1c(CC(=O)Nc2ccccc2)n(C)c2ccccc12	-0.9%	5%	6%	-1.7%	i	0.7	-28%	-10%	4%	-20%
COc1cc(C(=O)N/C(=C/c2ccc(F)cc2)C(=O)NC(C(=O)O)c2ccccc2)cc(OC)c1OC (stereo not drawn)	2.4%	7%	33%	-3.2%	i	2.6	3%	-7%	-6%	-4%
Cc1nc(N2CCOCC2)c2cc(-c3ccccc3)sc2n1	0.0%	7%	6%	20%	i	0.6	14%	-3%	2%	4%
Cc1cc(S(=O)(=O)N(Cc2cccs2)Cc2ccccc2F)ccc1-n1cnnn1	1.2%	-2%	13%	8.6%	i	1.1	-34%	6%	0%	-8%
O=C(Cn1nc2n(c1=O)-c1ccccc1SC2)N/N=C/c1cccs1	-1.0%	6%	14%	-2.0%	i	0.6	12%	0%	12%	3%
Cc1ccc(OCCCCN2CCCC(C)C2)c([N+](=O)[O-])c1 (stereo not drawn)	-1.1%	10%	-5%	-1.1%	i	0.7	-13%	-5%	0%	-46%

Some of the compounds tested. The share of hits here may be higher or lower than overall.
